# RECQ1 inh = blocks DNA unwinding by human RECQ1. Potency, µM (series often up to 57.3 µM), inactives show at the highest dose activity, negative = inhibition, usual class: inhibitors. RECQ1 DNA unwinding, red fluorescence kinetic read. AID 2549. P46063. 240,000 tested, 0.54% active;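 also: plate controls were vehicle for no effect and no enzyme for full effect; nearly all actives have a fitted effect of over 30% in size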
#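 RECQ1T1 50 nM; forked duplex (20 bp + 30-nt ss tails) 200 nM, ATP 2 mM final; pH 8.0, 2 mM MgCl2, 2.5 ug/ml poly(dI-dC); 15 min compound preincubation; discontinuous kinetic read over 2 h at RT.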
# ALDH1A1 inh = inhibitors of human aldehyde dehydrogenase 1A1 | Potency, µM (highest dose often 75.3 µM), for inactives: at the top dose activity, negative = inhibition, hits mostly inhibitors | Purified ALDH1A1, NADH fluorescence, propionaldehyde substrate | 220,000 tested, 7.3% active | P00352; active = well fitted inhibition curve with a large enough effect, not every such curve was filed as active; inconclusive = small, poorly fitted or top-dose-only effect, or another doubt; inactive = no such curve, though single readings can be large or run the other way;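 also: plate controls were no enzyme wells and a reference inhibitor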
# SMN2 splice up = increases expression of the SMN2 splice variant; HEK293 SMN2-luciferase splicing reporter, luminescence, 30-36 h; Potency, µM (highest dose often 46.1 µM), for the others: at the top dose activity change, positive = activation, hits mostly activators; 210,000 tested, 2.8% active; also: % of control where 0% means no effect; nearly all actives have a fitted effect of over 55% in size
#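 HEK293 cells carry an SMN2 […]–luciferase reporter in which exon 7 inclusion puts luciferase in frame. Cells were plated 10-12 h before compound addition, then incubated 30-36 h at 37C. ONE-Glo luminescence was read; sodium butyrate at 4.5 mM final served as control.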
# RGS12 GoLoco inh = blocks human Gai1 binding to RGS12 GoLoco peptide, red readout | Gai1:RGS12 GoLoco peptide FP, rhodamine, 10 min | Potency, µM (series often up to 61.6 µM), without a hit: top-dose activity, negative = inhibition, most hits filed as inhibitors | AID 880 | 230,000 tested, 0.44% active | P63096; active = well fitted inhibition curve with a large enough effect, not every such curve was filed as active; inactive = no such curve, though single readings can be large or run the other way; also: % is scaled to controls: 0 for no effect and ±100 for the full control effect; nearly all actives have a fitted effect of over 30% in size; many of its hits are not listed in these tables
# LMNA splice mod = LMNA splicing modulation. 200,000 tested, 0.01% active. HeLa LMNA splicing GFP/RFP minigene ratio, 48 h. Potency, µM (doses to about 46.1 µM), without a hit: at the highest dose ratio change, negative = inhibition, most hits filed as inhibitors; active = well fitted inhibition curve with a large enough effect in the signal ratio, with a control signal flat, not every such curve was filed as active; inconclusive = small, poorly fitted or top-dose-only effect, or effect the other way, or a change in a side signal; the % refers to the signal ratio; also: % is scaled to controls: 0 for no effect and ±100 for the full control effect
#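 S3 HeLa cells stably expressing lamin A-EGFP splicing minigene plus DsRed2, 600 cells/well, 48 h compound exposure at 37C. Laser-scanning cytometry; analysed as GFP (500-530 nm)/RFP (575-640 nm) total intensity ratio; 0.5% DMSO vehicle.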
# JMJD2E inh = inhibitors of human JMJD2E histone demethylase. JMJD2E catalytic domain, FDH-coupled NADH fluorescence (FDH is formaldehyde dehydrogenase). Potency, µM (top dose mostly 57.1 µM), for the others: at the highest dose activity change, negative = inhibition, hits mostly inhibitors. 230,000 tested, 1.6% active. AID 2147; active = well fitted inhibition curve with a large enough effect, not every such curve was filed as active; inconclusive = small, poorly fitted or top-dose-only effect, or another doubt; inactive = no such curve, though single readings can be large or run the other way;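 also: 0% = wells with enzyme and -100% = buffer wells without enzyme; nearly all actives have a fitted effect of over 50% in size; many of its hits are not listed in these tables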
# Target sequence (B2RXH2 1-337 limits assumed): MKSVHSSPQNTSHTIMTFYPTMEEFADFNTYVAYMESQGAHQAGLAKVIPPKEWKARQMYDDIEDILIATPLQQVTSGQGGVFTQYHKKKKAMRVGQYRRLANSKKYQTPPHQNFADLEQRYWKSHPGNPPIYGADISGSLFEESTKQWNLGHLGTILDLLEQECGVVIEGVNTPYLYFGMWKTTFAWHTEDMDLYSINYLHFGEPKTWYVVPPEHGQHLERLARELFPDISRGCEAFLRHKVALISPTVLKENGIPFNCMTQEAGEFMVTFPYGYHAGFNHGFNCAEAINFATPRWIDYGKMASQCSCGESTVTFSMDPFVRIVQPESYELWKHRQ
# TRb-SRC2 inh = disrupts binding of human TR beta to SRC2. P10828. TRbeta-SRC2 peptide binding, fluorescence polarization; receptor liganded with 1 µM T3. Potency, µM (titrated, usually from 106 µM), without a hit: top-dose activity change, negative = inhibition, hits mostly inhibitors. 280,000 tested, 0.065% active. AID 1469;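 also: plate controls were bound peptide for no effect and peptide without receptor for full effect; nearly all actives have a fitted effect of over 50% in size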
# Target sequence (P10828 whole entry, looked up): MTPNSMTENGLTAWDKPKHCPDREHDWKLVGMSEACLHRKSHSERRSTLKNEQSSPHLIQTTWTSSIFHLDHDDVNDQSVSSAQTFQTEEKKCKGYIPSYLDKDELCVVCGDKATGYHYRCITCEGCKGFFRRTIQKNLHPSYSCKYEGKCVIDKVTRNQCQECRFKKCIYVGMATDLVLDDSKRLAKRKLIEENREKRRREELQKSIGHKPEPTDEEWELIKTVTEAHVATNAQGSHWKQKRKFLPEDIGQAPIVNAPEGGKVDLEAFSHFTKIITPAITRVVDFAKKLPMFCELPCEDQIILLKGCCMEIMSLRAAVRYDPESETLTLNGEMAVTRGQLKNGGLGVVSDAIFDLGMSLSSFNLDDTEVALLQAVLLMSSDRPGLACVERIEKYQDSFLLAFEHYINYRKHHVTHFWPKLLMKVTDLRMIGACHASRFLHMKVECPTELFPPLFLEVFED
#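 Compounds were added to 0.6 uM TRb ligand-binding domain and 20 nM Texas Red-labeled SRC2 peptide in Tris buffer containing 1 uM T3, incubated 5 hr at ambient temperature, then read by fluorescence polarization.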
# TR SRC2 fluor cs = Texas Red fluorescence interference in TRb-SRC2 counter-screen | TRb/SRC2 Texas Red total fluorescence interference | Potency, µM (doses to about 106 µM), for the others: at the highest dose fluorescence change, negative = quenching | 280,000 tested, 0.29% active | AID 1479; active = well fitted curve in either direction with a large enough effect; inconclusive = small, poorly fitted or top-dose-only effect; also: % is scaled to controls: 0 for no effect and ±100 for the full control effect
#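 Human TRβ ligand-binding domain (0.6 uM) and Texas Red SRC2 peptide (20 nM) in Tris buffer with 1 uM T3 and 5% DMSO were incubated with pinned compound for 5 hr at ambient temperature. Total fluorescence was computed as S + 2P (555/632 nm).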
# The depositor's hits bear a star; i = inactive; u = inconclusive; x = no result given; [ ] = remark or other dose. Unless noted, calls follow the shape of the dose curve; as a rule, active = well fitted curve in the direction sought with a large enough effect; inconclusive = small, poorly fitted or top-dose-only effect, or another doubt; inactive = no such curve, though single readings can be large; an effect the other way counts as inactive or inconclusive. Potency is read from the fitted curve at half-maximal effect.
SMILES,RECQ1 inh,ALDH1A1 inh,SMN2 splice up,RGS12 GoLoco inh,LMNA splice mod,JMJD2E inh,TRb-SRC2 inh,TR SRC2 fluor cs
CCCN=C1N/C(=C\c2ccco2)C(=O)N1c1ccccc1,-1%,-10%,-18%,1%,8%,u,-7%,2%
O=Cc1ccc(OCC(=O)Nc2ccccc2-c2ccccc2)cc1,-5%,u,x,3%,x,-5%,0%,14%
CC(/C=N/n1c(-c2ccccc2)n[nH]c1=S)=C\c1ccco1,-5%,u,8%,2%,-12%,-4%,-13%,-2%
COc1cccc(N2CCN(C3CC(=O)N(c4ccc(Cl)c(Cl)c4)C3=O)CC2)c1 (stereo not given),-5%,u,17%,-1%,-9%,2%,-3%,-1%
O=C(N/N=C/c1ccco1)c1cc(Br)ccc1OCc1ccccc1,-3%,u,-3%[1.84 µM],0%,-6%,u,12%,2%
Cc1cccc(NC(=O)CSc2nc(C)c(CC(=O)c3ccc(Br)cc3)c(C)c2C#N)c1C,i,7%,-12%,1%,13%,6%,-2%,2%
CC(C)(C)C(=O)NC(=S)Nc1ccccn1,-2%,0%,16%,12%,8%[46 µM],5%,-1%,1%
Cc1cccc(NC(=S)N2CCCC(c3nc4ccccc4[nH]3)C2)c1 (stereo not given),-13%,-5%,-18%,9%,0%[46 µM],41%[activator],-3%,-3%
CCC(CC)C(=O)NCc1ccc(Cl)cc1,-1%,4%,-9%,0%,u,-3%,-5%,0%
CC(=O)c1ccc(N2CCN(C(=O)c3ccc4c(=O)n(-c5ccccc5)c(=O)[nH]c4c3)CC2)cc1,i,14µM*,-53%[inhibitor],16%,u,-3%,-25%,0%
O=C(CSc1nc2nn(-c3ccccc3)c(=O)c-2c2n1CCCCC2)NCCCc1ccccc1,1%,-2%,2%,4%,x,7%,-2%,0%
O=C(Nc1ccccc1N1CCN(C(=O)c2ccc(Cl)cc2)CC1)c1cccnc1,i,5%,15%,5%,10%,0%,4%,3%
C/C(=N\NC(=O)c1ccccc1)c1ccc(NC(=O)c2cccs2)cc1,-2%,u,x,x,-13%,14%,0%,-3%
COCCNC(=O)C(=O)NNS(=O)(=O)c1ccc(Cl)cc1,i,1%,-3%,15%,x,-29%,-4%,-1%
Fc1cccc(Cl)c1CSc1nnc(COc2cccc3cccnc23)o1,5%,-12%,-25%,2%,u,u,1%,1%
O=C(Nc1nc2ccc3ccccc3c2s1)c1ccc(N2CCCCC2)c([N+](=O)[O-])c1,i,5%,1%,1%,u,5%,-10%,-3%
CCOC(=O)N1CCN(c2nnnn2-c2ccccc2)CC1,0%,u,-2%,2%,-2%,-4%,-3%,-2%
N#Cc1cnn(Cc2ccc(Cl)cc2)c1N,-3%,9%,-4%,-3%,-12%,7%,-3%,-1%
CC(C)C(=O)N(c1ccc2oc(=O)sc2c1)S(=O)(=O)c1cccs1,7%,u,-17%,-7%,3%,-2%,-10%,-3%
CN(C)C(=O)COc1ccc(Br)cc1,-1%,14%,20%,12%,10%,3%,6%,0%
COC(=O)c1ccccc1NC(=O)CSc1ncccn1,-2%,x,x,4%,x,-25%,-1%,0%
Cc1ccc(C(=O)O)cc1NC(=O)c1ccc(Cn2nc(C)c(Cl)c2C)o1,-10%,-6%,-9%,14%,1%[46 µM],-3%,3%,-1%
CC(=O)OCC(=O)NCc1ccc2c(c1)OCO2,i,10%,-23%,-6%,4%,-2%,-1%,-4%
COc1ccccc1/C=C/C=c1\sc2nc(=O)c(Cc3ccccc3)nn2c1=O,u,x,x,88%[activator],x,u,11%,-17%
COc1ccc(-c2nnn(Cc3nc(N)nc(N4CCOCC4)n3)n2)cc1OC,i,0%,0%,-5%,-7%,0%,4%,1%

# (more compounds)
SMILES,RECQ1 inh,ALDH1A1 inh,SMN2 splice up,RGS12 GoLoco inh,LMNA splice mod,JMJD2E inh,TRb-SRC2 inh,TR SRC2 fluor cs
CCOC(=O)N1CCC(NC(=O)c2cnc3n(c2=O)CCS3)CC1,i,-1%,x,0%,x,-10%,0%,0%
CCOCCCNC(=O)C(NC(=O)CC1NC(=O)NC1=O)c1ccc(Cl)cc1 (stereo not given),-1%,1%,x,x,2%,0%,5%,-5%
CN(C)S(=O)(=O)c1ccc2c(c1)c(=O)c(C(=O)N1CCOCC1)cn2C,-2%,u,-14%,-2%,-3%,-21%,7%,-4%
COc1ccccc1-c1noc(-c2cccnc2)n1,-1%,-4%,1%,4%,14%,2%,-13%,1%
Brc1cnc2nc(SC/C=C/c3ccccc3)[nH]c2c1,-6%,x,x,12%,x,-4%,11%,0%
Cc1cccn2cc(CCNC(=O)Cc3cccs3)nc12,i,x,x,3%,x,u,9%,-3%
Nc1cc2c(cc1C(=O)c1ccc(Cl)cc1)OCCO2,-15%,0%,-30%,7%,8%,-4%,-5%,-2%
Cc1ccc(C(=O)NC(Cc2c[nH]c3ccccc23)C(=O)O)o1 (stereo not given),-4%,5%,-12%,9%,6%,-12%,-7%,-3%
CCOC(=O)c1ccc(N2C(=O)CC(Sc3nnc(C)s3)C2=O)cc1 (stereo not given),-3%,1µM*,-6%,19%,8%,-1%,7%,7%
Cc1ccc(CNc2cnn(C34CC5CC(CC(C5)C3)C4)c(=O)c2Cl)cc1,-4%,-5%,-3%,12%,u,-2%,9%,13%
C#CCOCCOCCOCCNc1nc(N2CCN(C(=O)[C@H](CCCCN)n3cc([C@@H](N)CO)nn3)CC2)nc(N2CCN(C(=O)[C@H](Cc3cc4ccccc4[nH]3)n3cc([C@@H](N)Cc4ccc(O)cc4)nn3)CC2)n1,7%,8%,x,-4%,x,4%,-5%,0%
CC(=O)OCCCNc1cc(SCc2ccco2)c2nonc2c1[N+](=O)[O-],u,7.9µM*,1%,-29%,-24%,-19%,-3%,-6%
CCn1c(=N)n(CC(=O)c2ccc(OC)cc2)c2ccccc21,-3%,4%,-8%,5%,-3%,-4%,-9%,0%
COc1cc(/C=N/NC(=O)c2cccc([N+](=O)[O-])c2)cc(OC)c1O,-11%,-5%,1%,3%,x,4%,-3%,-8%
COc1cccc(C2C(=O)N(C3CCCCC3)CC(=O)N2Cc2ccc(F)cc2)c1 (stereo not given),-15%,u,1%,3%,5%,-10%,-7%,-5%
CCN=C(NC#N)SCc1c(F)cccc1Cl,-2%,u,13%,4%,6%,-1%,3%,-3%
Cc1cc(=O)c2cc3nc(-c4cccnc4)oc3c(Br)c2o1,u,5%,x,18%,x,u,1%,-6%
Oc1c(C=NCc2ccncc2)sc2ccccc12,-14%,u,u,67%[activator],-10%,u,-3%,5%
CNC(=S)NC(CC(=O)OC)c1ccc2c(c1)OCO2 (stereo not given),-2%,14%,27%,-5%,x,-7%,6%,-2%
O=c1c2cnn(-c3ccc(F)cc3)c2ncn1Cc1ccccn1,-7%,5%,-38%[inhibitor],-11%,u,0%,0%,-1%
CCOc1ccccc1C(=O)NCCCn1ccnc1,-8%,-2%,2%,5%,-8%,12%,-13%,0%
O=C(O)CN(c1cccc(C(F)(F)F)c1)S(=O)(=O)c1ccccc1,4%,0%,0%,14%,-1%[46 µM],0%,-2%,-6%
COC(=O)N1CCC2(CC1)CCN(c1ccncc1)CC2,9%,6%,-25%,1%,x,x,x,x
COc1cc2c(cc1OC)CN(Cc1cc(=O)oc3cc(C)c(Cl)cc13)CC2,-4%,u,-6%,9%,14%,u,0%,-3%
CC1(C(=O)N(CC(=O)NC2CCCC2)Cc2ccco2)CC(=O)N=C2C=CC=CN21 (stereo not given),3%,u,x,9%,4%,u,-5%,-3%

# (further entries)
SMILES,RECQ1 inh,ALDH1A1 inh,SMN2 splice up,RGS12 GoLoco inh,LMNA splice mod,JMJD2E inh,TRb-SRC2 inh,TR SRC2 fluor cs
NC(=NC(=O)c1ccccc1)N1N=CCC1c1ccccc1 (stereo not given),i,-1%,2%,-6%,x,-1%,-2%,0%
CCCNC(=O)c1ccc(CN2CCOCC2)cc1,i,10%,-1%,12%,13%[46 µM],-22%,-2%,-1%
CC1=NOC(=O)/C1=C\c1ccc2c(c1)OCO2,i,13µM*,3%,-7%,-18%[46 µM],u,0%,-2%
COCC(C)n1c(-c2ccc3c(c2)NC(=O)CO3)csc1=Nc1ccc(OC(F)F)cc1 (stereo not given),i,u,-80%[inhibitor],1%,u,0%,0%,-4%
Cn1cnnc1SCCOc1ccc(Cl)cc1,i,12%,x,2%,u,11%,16%[53 µM],-2%[53 µM]
NNC(=O)c1ccc(-c2cccc([N+](=O)[O-])c2)o1,i,7.1µM*,-8%,7%,-10%[46 µM],31%[activator],2%,-2%
COc1cccc(C(=O)N(Cc2cc3cc(C)ccc3[nH]c2=O)CC2CCCO2)c1 (stereo not given),-8%,u,-10%,-5%,u,-1%,12%,-3%
COC(=O)N1CCC[C@@]2(CCN(Cc3nccs3)C2)C1,i,8%,-1%,7%,x,x,x,x
COc1cc(NS(=O)(=O)c2ccc(NC(=S)NC(=O)C(C)(C)C)cc2)nc(OC)n1,i,7%,-5%,-16%,19%,2%,0%,-2%
COc1ccccc1N1CCN(C/C(O)=C(\C#N)c2nc(-c3ccccc3)cs2)CC1,6%,11µM*,-13%,89%[activator],10%,u,-6%,-6%
COc1ccc(Cn2c(C)nnc2-c2cnn(C)c2N)cc1OC,8%,0%,2%,-10%,20%[46 µM],4%,-3%,-1%
Cc1ccc2c(c1)NC(=O)CC(c1ccccc1)=N2,8%,5%,u,5%,1%,5%,-2%,-1%

# Already shown: 3 of the compounds above.
SMILES,RECQ1 inh,ALDH1A1 inh,SMN2 splice up,RGS12 GoLoco inh,LMNA splice mod,JMJD2E inh,TRb-SRC2 inh,TR SRC2 fluor cs
COc1ccccc1N1CCN(C/C(O)=C(\C#N)c2nc(-c3ccccc3)cs2)CC1,6%,11µM*,-13%,89%[activator],10%,u,-6%,-6%
COc1ccc(Cn2c(C)nnc2-c2cnn(C)c2N)cc1OC,8%,0%,2%,-10%,20%[46 µM],4%,-3%,-1%
Cc1ccc2c(c1)NC(=O)CC(c1ccccc1)=N2,8%,5%,u,5%,1%,5%,-2%,-1%

# From PubChem

# Not all compounds are listed; the hit share may differ from the screen's.
